Assay outcomes deposited in PubChem by several laboratories.
BoNT A protease = blocks Botulinum neurotoxin A light chain protease | multiplex microsphere protease substrate cleavage, flow cytometry | inhibition, % at 10 µM | 360,000 compounds, 0.17% hits | AID 588499; further: plate controls were buffer without enzyme for full effect and enzyme alone for no effect
Rv3671c inh = Rv3671c (M. tuberculosis) protease inhibition. P9WHR9. inhibition, % at 5.96 µM. 320,000 compounds, 0.048% hits; in the data active means inhibition above about 38%;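 further: extracellular domain of Rv3671c used as enzyme; 0% = enzyme with DMSO and 100% = no enzyme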
Target sequence (P9WHR9 whole entry, looked up, the tested form may be a part): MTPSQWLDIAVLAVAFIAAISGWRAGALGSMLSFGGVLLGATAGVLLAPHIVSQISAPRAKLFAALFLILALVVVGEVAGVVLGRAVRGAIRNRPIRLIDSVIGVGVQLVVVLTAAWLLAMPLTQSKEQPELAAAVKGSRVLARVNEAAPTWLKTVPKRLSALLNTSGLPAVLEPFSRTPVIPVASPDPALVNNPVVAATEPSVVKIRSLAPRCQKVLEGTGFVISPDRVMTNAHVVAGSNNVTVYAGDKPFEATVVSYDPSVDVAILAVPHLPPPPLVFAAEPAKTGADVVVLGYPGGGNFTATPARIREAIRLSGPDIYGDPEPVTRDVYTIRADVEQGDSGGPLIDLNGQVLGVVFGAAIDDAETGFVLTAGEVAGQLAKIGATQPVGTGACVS
PriA SSB inh = K. pneumoniae PriA-SSBct interaction inhibition; 430,000 compounds, 0.6% hits; AlphaScreen SSBct-PriA binding, biotinylated peptide; AID 1272365; inhibition, % at 33 µM; in the data active means inhibition mostly above about 37%, no sharp cut-off; inactive means mostly below about 20%;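 further: plate controls were negative control peptide for no effect and reference peptide for full effect; strong numbers were not always called active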
PrPC surface inh = reduces human prion protein on the cell surface. P04156. cell surface PrPC, TR-FRET read-out. inhibition, % at 13.8 µM. 370,000 compounds, 0.43% hits. AID 720596; in the data active means inhibition above about 24%; further: 0% = median of the test wells and 100% = reference compound wells
3CLpro inhibitor = SARS-CoV 3CLpro protease inhibition; 290,000 compounds, 0.14% hits; inhibition, % at 6 µM; recombinant SARS-CoV 3CLpro, quenched FRET peptide cleavage; in the data active means inhibition above about 12%
MazF activator = increases E. coli MazEF RNase cleavage of RNA. AID 504720. FAM/BHQ RNA-DNA oligo cleavage fluorescence, 5 h. 350,000 compounds, 0.32% hits. activation, % at 20 µM; in the data active means activation above about 50%
Target sequence (P0AE70 whole entry, looked up): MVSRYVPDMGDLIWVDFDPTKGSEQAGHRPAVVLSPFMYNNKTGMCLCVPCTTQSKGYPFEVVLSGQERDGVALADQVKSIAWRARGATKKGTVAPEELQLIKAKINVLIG
CCHFV vOTU inh = blocks the CCHF virus ovarian tumor domain protease | CCHFV vOTU protease, Pep-AMC fluorescence | inhibition, % at 11.5 µM | 370,000 compounds, 0.55% hits | AID 651958; in the data active means inhibition above about 30%; further: 0% = vehicle wells with enzyme and 100% = no enzyme wells
Anthrax LF prot = inhibitors of Bacillus anthracis lethal factor protease. P15917. multiplex microsphere protease cleavage assay, LF. inhibition, % at 10 µM. 360,000 compounds, 0.12% hits. AID 588501; further: plate controls were buffer without enzyme for full effect and enzyme alone for no effect
BoNT F protease = BoNT F light chain protease inhibition. inhibition, % at 10 µM. Multiplex microsphere protease cleavage assay, flow cytometry. AID 588497. 360,000 compounds, 0.22% hits; in the data active means inhibition above about 35%, passing the limit was not always enough; inconclusive means no clear call, values can overlap the other calls; further: plate controls were buffer without enzyme for full effect and enzyme alone for no effect
DUSP3 inh = inhibitors of human VHR1 phosphatase (DUSP3); AID 1654; inhibition, % at 13.3 µM; recombinant VHR phosphatase, pNPP absorbance; P51452; 290,000 compounds, 0.52% hits; in the data active means inhibition above about 50%; further: some compounds called inactive have numbers as strong as hits
Target sequence (P51452 whole entry, looked up): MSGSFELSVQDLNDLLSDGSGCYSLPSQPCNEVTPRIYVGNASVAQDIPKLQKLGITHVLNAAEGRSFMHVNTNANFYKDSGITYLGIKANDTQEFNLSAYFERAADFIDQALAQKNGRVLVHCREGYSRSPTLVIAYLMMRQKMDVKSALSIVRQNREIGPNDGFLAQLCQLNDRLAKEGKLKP
* hit, by the source's call; ? = inconclusive; · = no result given. Unless noted, no stated cut-off is given here; in the data, active means inhibition above about 30%; inconclusive means no clear call, values can overlap the other calls; inactive means below that. Some of the compounds tested; rates above refer to the full screens.

SMILES	BoNT A protease	Rv3671c inh	PriA SSB inh	PrPC surface inh	3CLpro inhibitor	MazF activator	CCHFV vOTU inh	Anthrax LF prot	BoNT F protease	DUSP3 inh
COc1ccccc1N1C(=O)C(Cl)=C(N2CCCC2)C1=O	4.6	-6	-5	-2	3	-8	-1	6	7	-8
O=C(O)c1ccccc1-n1c2ccccc2c2ccccc21	1.5	-2	-1	2	4	3	7	2	9	18
Cc1c(C(=O)Nc2ccc(F)cc2)c2ccccn2c1CCc1ccncc1	-0.4	-10	8	4	-3	10	4	0	-2	-3
CC1CC(C)CN(Cc2nc(N)nc(Nc3ccccc3)n2)C1 (centres undefined)	-0.2	2	-15	-7	4	25	3	-3	3	4
O=C(CNC(=O)N1CC(=O)Nc2ccccc21)NCCc1ccc(Cl)cc1	0.7	-11	-8	-1	-1	2	11	-3	1	-10
Cc1cscn1	-0.5	-3	-1	-7	·	6	-2	-8	0	·
Nc1ccccc1C#CCCCCO	0.1	4	-4	7	3	2	3	0	-7	12
CCOC(=O)c1c(NC(=O)C2CCCCC2C(=O)O)sc2c1CCCCC2 (centres undefined)	0.1	3	8	1	4	3	19	7	-5	-2
O=C(CSc1nnc(Cn2c(=O)sc3ccccc32)n1-c1ccccc1)NCC1CCCO1 (centres undefined)	0.0	8	-17	-5	0	4	4	-3	-6	24
CCCn1ncc(CN2CCC(Cc3cccc(F)c3)(C(=O)OCC)CC2)c1C	-1.3	9	-13	-6	3	-8	-6	-6	0	35
O=[N+]([O-])c1ccc(NCCOc2ccccc2Cl)nc1	-3.7	-1	7	-7	1	0	16	-11	5	4
CCCCNCCCOc1cccc(Cl)c1Cl	-0.3	7	-7	1	6	1	-6	1	1	-4
O=C1OCCC1Sc1nc2cc(Cl)ccc2s1 (centres undefined)	0.4	2	-5	-1	-4	5	4	-1	8	21
O=C(NCCN=C1NS(=O)(=O)c2ccccc21)c1ccncc1	-0.4	6	6	3	3	-3	-7	-2	-2	24
CCCC(=O)Nc1ccc2c(c1)nc(CCNC(=O)c1ccccc1)n2C	0.3	-2	-4	-4	3	2	1	-2	1	12
O=c1c2sc3ccccc3c2[nH]c(=S)n1CCN1CCOCC1	-0.9	12	1	4	-4	4	-15	2	2	13
CCN(c1ccccc1)S(=O)(=O)c1ccc(Cl)c(NC(=O)CN(C)C2CCN(C)CC2)c1	-0.1	0	-4	-5	-5	4	11	-7	-3	6
O=C(Cc1ccccc1)NNC(=S)NC(=O)c1cccnc1	·	4	-11	-6	1	5	-12	·	·	12
COc1ccc(NC(=O)C(c2ccc(Cl)cc2)C(C)C)cn1 (centres undefined)	-0.5	-2	-3	·	-1	-11	·	2	4	28
COc1cccc(-c2csc(NC3OC(=O)c4c3ccc(OC)c4OC)n2)c1 (centres undefined)	-0.1	6	3	-3	6	8	1	0	1	12
O=C(CCc1ccc(Oc2cc([N+](=O)[O-])cc([N+](=O)[O-])c2)cc1)Nc1cccc(Cl)c1	-0.2	-61	21	-12	3	5	10	-2	-10	1
Cc1ccc(CNC(=O)C2CCC(CNS(=O)(=O)c3cccs3)CC2)cc1 (centres undefined)	0.5	0	-14	0	0	4	-1	4	-2	15
CCCS(=O)(=O)NC(=O)C1(C)CCCN(C(=O)c2oc3ccccc3c2C)C1 (centres undefined)	-0.5	·	·	-1	·	·	-2	-11	1	·
Cc1ccc(SCCC(=O)NCC2CCCO2)cc1 (centres undefined)	-0.3	-7	-16	-3	3	-6	4	2	-3	-4
CN1C(=O)N(C)C2C1N(CN1CCCCC1)C(=O)N2CN1CCCCC1 (centres undefined)	-0.1	-4	-9	4	-8	-9	0	-2	-9	34
COc1cccc2cc(-c3cc(=O)oc4ccc(OCC(C)=O)cc34)oc12	-1.2	-8	-9	-13	7	17	4	-1	-6	-13
CCc1c(C)n([O-])c2c([n+]1=O)CCCCC2	0.4	6	-9	0	0	8	2	1	0	19
COc1ccc(-n2nc([N+](=O)[O-])c(=NCCc3ccc(Cl)cc3)n2O)cc1	-0.1	-1	22	-13	1	10	5	-3	-9	15
CCOc1cccc(C(=O)Nc2ccc(S(=O)(=O)Nc3cc(C)on3)cc2)c1	-0.5	6	-8	-1	5	6	8	-1	4	40
COc1ccccc1N1CCN(C(=O)c2oc3ccc(F)cc3c2C)CC1	1.5	0	-3	4	-5	-4	-7	0	-4	-6

Random excerpt: 2 compounds from above
SMILES	BoNT A protease	Rv3671c inh	PriA SSB inh	PrPC surface inh	3CLpro inhibitor	MazF activator	CCHFV vOTU inh	Anthrax LF prot	BoNT F protease	DUSP3 inh
CCCS(=O)(=O)NC(=O)C1(C)CCCN(C(=O)c2oc3ccccc3c2C)C1 (centres undefined)	-0.5	·	·	-1	·	·	-2	-11	1	·
O=C(CNC(=O)N1CC(=O)Nc2ccccc21)NCCc1ccc(Cl)cc1	0.7	-11	-8	-1	-1	2	11	-3	1	-10

(next part)
SMILES	BoNT A protease	Rv3671c inh	PriA SSB inh	PrPC surface inh	3CLpro inhibitor	MazF activator	CCHFV vOTU inh	Anthrax LF prot	BoNT F protease	DUSP3 inh
CCOC(=O)NC(=O)CSc1nc2ccc([N+](=O)[O-])cc2[nH]1	-0.3	8	-3	-8	2	0	1	5	-2	49
C[C@H](CO)N1C[C@H](C)[C@@H](CN(C)S(=O)(=O)c2cn(C)cn2)OCc2cnnn2CCCC1=O	-0.1	·	·	10	·	0	0	-3	2	·
C#C[C@]1(O)CC[C@H]2[C@@H]3CCc4cc(OC5CCCC5)ccc4[C@H]3CC[C@@]21C	-0.7	-3	-1	-2	-2	1	-1	-5	-6	-2
O=C1CSC(=NC2CCCCC2)N1	0.0	3	0	4	-2	4	0	-9	-1	10
O=C(N/N=C/c1ccco1)c1cc2ccccc2o1	0.9	-12	·	2	-4	8	25	1	-4	24
O=C(NC1CCCC1)C1CC(O)CN1C(=O)Nc1ccccc1 (centres undefined)	1.0	2	1	8	-1	7	8	14	12	25
COc1cccc(N(CC(=O)O)S(=O)(=O)c2ccccc2)c1	1.1	6	-12	2	-9	5	8	3	10	22
O=C(c1ccc(Cl)cc1)N1CCC(N2CCC(C(=O)N3CCOCC3)CC2)CC1	0.8	-3	-3	3	2	-12	1	-1	-6	16
O=C(CCN1C(=O)COc2ccccc21)NCc1cccs1	-0.4	1	2	-5	-5	6	-38	0	-9	1
COc1ccc(Cl)cc1C(=O)NNC(=O)c1n[nH]c2ccccc12	-0.2	-3	0	-3	·	0	-10	-2	0	·
C/C(=N\NC(=O)C1CC1)c1ccc(N2CCOCC2)cc1	-0.4	-1	·	8	-9	-16	4	-3	-3	17
CSc1ncccc1C(=O)OCC(=O)NC12CC3CC(CC(C3)C1)C2	0.1	1	-14	6	·	-1	-14	-2	6	·
COc1cc(OC)c(NC(=O)c2ccc(F)cc2)cc1Cl	-0.3	-8	-30	-8	5	-13	-1	-5	1	11
Cc1cc(NC(=O)C2CCCCC2C(=O)O)no1 (centres undefined)	0.3	2	-4	-1	3	6	-3	-4	?	4
C[n+]1c2ccccc2nc2ccc(NCCO)cc21	6.5	43*	21	-98	6	-35	91*	-23	-96	·
CN(C)S(=O)(=O)c1ccc(N2CCCC2)c(C(=O)N2CCN(S(=O)(=O)c3cccc(F)c3)CC2)c1	1.9	-6	-6	-7	·	7	-5	5	6	·
COCCNS(=O)(=O)c1ccc(OCC(=O)OC)c(Cl)c1	-0.8	5	-19	-3	-4	-9	-1	-4	1	3
C[n+]1c2n(c3ccccc31)N=C(c1ccc(-c3ccccc3)cc1)CS2	-0.3	4	6	11	2	5	4	-3	3	10

In the list so far, 17 contain a halogen.
SMILES	BoNT A protease	Rv3671c inh	PriA SSB inh	PrPC surface inh	3CLpro inhibitor	MazF activator	CCHFV vOTU inh	Anthrax LF prot	BoNT F protease	DUSP3 inh
COc1ccccc1N1C(=O)C(Cl)=C(N2CCCC2)C1=O	4.6	-6	-5	-2	3	-8	-1	6	7	-8
Cc1c(C(=O)Nc2ccc(F)cc2)c2ccccn2c1CCc1ccncc1	-0.4	-10	8	4	-3	10	4	0	-2	-3
O=C(CNC(=O)N1CC(=O)Nc2ccccc21)NCCc1ccc(Cl)cc1	0.7	-11	-8	-1	-1	2	11	-3	1	-10
CCCn1ncc(CN2CCC(Cc3cccc(F)c3)(C(=O)OCC)CC2)c1C	-1.3	9	-13	-6	3	-8	-6	-6	0	35
O=[N+]([O-])c1ccc(NCCOc2ccccc2Cl)nc1	-3.7	-1	7	-7	1	0	16	-11	5	4
CCCCNCCCOc1cccc(Cl)c1Cl	-0.3	7	-7	1	6	1	-6	1	1	-4
O=C1OCCC1Sc1nc2cc(Cl)ccc2s1 (centres undefined)	0.4	2	-5	-1	-4	5	4	-1	8	21
CCN(c1ccccc1)S(=O)(=O)c1ccc(Cl)c(NC(=O)CN(C)C2CCN(C)CC2)c1	-0.1	0	-4	-5	-5	4	11	-7	-3	6
COc1ccc(NC(=O)C(c2ccc(Cl)cc2)C(C)C)cn1 (centres undefined)	-0.5	-2	-3	·	-1	-11	·	2	4	28
O=C(CCc1ccc(Oc2cc([N+](=O)[O-])cc([N+](=O)[O-])c2)cc1)Nc1cccc(Cl)c1	-0.2	-61	21	-12	3	5	10	-2	-10	1
COc1ccc(-n2nc([N+](=O)[O-])c(=NCCc3ccc(Cl)cc3)n2O)cc1	-0.1	-1	22	-13	1	10	5	-3	-9	15
COc1ccccc1N1CCN(C(=O)c2oc3ccc(F)cc3c2C)CC1	1.5	0	-3	4	-5	-4	-7	0	-4	-6
O=C(c1ccc(Cl)cc1)N1CCC(N2CCC(C(=O)N3CCOCC3)CC2)CC1	0.8	-3	-3	3	2	-12	1	-1	-6	16
COc1ccc(Cl)cc1C(=O)NNC(=O)c1n[nH]c2ccccc12	-0.2	-3	0	-3	·	0	-10	-2	0	·
COc1cc(OC)c(NC(=O)c2ccc(F)cc2)cc1Cl	-0.3	-8	-30	-8	5	-13	-1	-5	1	11
CN(C)S(=O)(=O)c1ccc(N2CCCC2)c(C(=O)N2CCN(S(=O)(=O)c3cccc(F)c3)CC2)c1	1.9	-6	-6	-7	·	7	-5	5	6	·
COCCNS(=O)(=O)c1ccc(OCC(=O)OC)c(Cl)c1	-0.8	5	-19	-3	-4	-9	-1	-4	1	3
